High-throughput results (PubChem)
BRCA1 expr act – qHTS Assay to Identify Small Molecule Activators of BRCA1 Expression; AID 624202, 2012; hit rate 1.1% among 380,000; MCF7-BRCA1-FFLuc reporter, luminescence, 48 h; response scale: scaled: vehicle 0%, 10 µM genistein 100%; Potency, µM (doses to about 46.1 µM), inactives show at the top dose activation, usual class: activators; further: potency means the concentration at half of the fitted maximal effect; nearly all actives have a fitted effect of over 80% in size; some results filed as inactive show a strong effect at the top dose
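MCF7-BRCA1-FFLuc, 2000 cells/well; 2 h attach, 37 °C/5% CO2; compound 48 h; luciferase substrate 15 min; luminescence end-point. Norm. to genistein 10 microM max activation and DMSO; concentration-response curves fitted.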
PTAP TSG101 blk – qHTS Assay for Iinhibitors of HIV-1 Budding by Blocking the Interaction of PTAP/TSG101. Tumor susceptibility gene 101 protein (Homo sapiens), Q99816. Fluorescence polarization, FITC-PTAP peptide / Tsg101 binding. Potency, µM (series often up to 115 µM), for inactives: at the top dose activity change, negative = inhibition, hits mostly inhibitors. 340,000 tested, under 10 active. AID 493005, 2010; active means well fitted inhibition curve with a large enough effect in the main read-out, with a control signal flat, not every such curve was filed as active; inconclusive means small, poorly fitted or top-dose-only effect, or effect the other way, or a change in a side signal; inactive means no such curve, though single readings can be large or run the other way; further: potency means the concentration at half of the fitted maximal effect; % of control where 0% means no effect
Target sequence (Q99816 whole entry, looked up): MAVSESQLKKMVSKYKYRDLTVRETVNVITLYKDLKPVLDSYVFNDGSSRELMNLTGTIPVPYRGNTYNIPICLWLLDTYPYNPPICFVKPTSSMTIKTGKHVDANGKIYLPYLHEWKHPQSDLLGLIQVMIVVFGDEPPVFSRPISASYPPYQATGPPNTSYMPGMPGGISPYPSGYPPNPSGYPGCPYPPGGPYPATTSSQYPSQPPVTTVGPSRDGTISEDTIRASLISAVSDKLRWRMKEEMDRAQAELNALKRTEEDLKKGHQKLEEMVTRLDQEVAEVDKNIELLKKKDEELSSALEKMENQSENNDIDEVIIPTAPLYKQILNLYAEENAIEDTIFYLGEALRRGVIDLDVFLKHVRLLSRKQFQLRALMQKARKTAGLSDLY
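Tsg101 binding domain (10 uM final) was mixed with compound and a FITC-labeled PTAP peptide (50 nM final) in HEPES pH 7.5 buffer with NaCl, Tween 20, EDTA and TCEP; fluorescence polarization was read after 20 min at r.t.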
p53 reactivator – qHTS assay for re-activators of p53 using a Luc reporter; H1299 p53-A138V BP100-luciferase reporter, luminescence, 24 h; Potency, µM (titrated, usually from 92.2 µM), inactives show at the top dose activity change, positive = activation, hits mostly activators; AID 504706, 2011; hit rate 0.063% among 320,000; further: potency means the concentration at half of the fitted maximal effect; % of control where 0% means no effect; nearly all actives have a fitted effect of over 45% in size
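p53-null H1299 cells stably carrying temperature-sensitive p53-A138V and a BP100-luciferase reporter were pinned with compounds (4-point, 1:5 series) and held 24 hrs at 37 deg C. Luminescence was read 10 min after detection reagent.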
a7 integrin act – qHTS for Activators of Integrin-Mediated Alleviation for Muscular Dystrophy; alpha7betagal myoblasts, beta-gal FDG fluorescence, 48 h; Potency, µM (highest dose often 38.3 µM), for the others: at the highest dose activation, hits mostly activators; hit rate 0.064% among 350,000;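 further: potency means the concentration at half of the fitted maximal effect; 100% = response of the positive control SU9516; nearly all actives have a fitted effect of over 60% in size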
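Alpha7betagal+/- myoblasts (passage 13) were plated 16-24 hr, then exposed to compounds (1:260 dilution of DMSO stock) for 48 hours at 37C. After MPER lysis, β-galactosidase reporter activity was read as FDG fluorescence (ex 480/em 540) after 30 minutes.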
Eya2 inh – qHTS Assay for Inhibitors of the Phosphatase Activity of Eya2 | recombinant Eya2, OMFP fluorescence dephosphorylation (OMFP is methylfluorescein phosphate) | hit rate 0.006% among 330,000 | AID 488837, 2010 | Potency, µM (series often up to 76.9 µM), without a hit: top-dose activity, negative = inhibition, usual class: inhibitors; further: potency means the concentration at half of the fitted maximal effect; on the % scale 0 is the no-effect control and ±100 the full control effect
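Eya2 (0.2 uM) preincubated 10 min at ambient with compound, then OMFP substrate added at 50 uM; 10 min reaction in 50 mM HEPES pH 7.5, 50 mM NaCl, 5 uM MgCl2, 0.05% BSA, 1 mM DTT. Fluorescence read at Ex 485/Em 525 nm.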
ELG1 genotoxic – qHTS screen for small molecules that induce genotoxicity in human embryonic kidney (HEK293T) cells expressing luciferase-tagged ELG1; HEK293T ELG1-luciferase reporter, luminescence, 16 h; Potency, µM (titrated, usually from 46 µM), without a hit: top-dose activity change, positive = activation, actives largely listed as activators; hit rate 1.3% among 330,000; further: potency means the concentration at half of the fitted maximal effect; % of control where 0% means no effect; nearly all actives have a fitted effect of over 60% in size
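DMSO vehicle served as control against compound-treated ELG1-luciferase HEK293T cells; exposure lasted 16 hr at 37 °C and 5% CO2, followed by ONE-Glo luminescence detection after 30 min.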
TRPV1 ag – HTS Assay for Compounds that Act as Agonists of the Vanilloid Receptor 1; hit rate 0.19% among 320,000; TRPV1-expressing cells, Fluo-8 calcium influx, agonist mode; Transient receptor potential cation channel subfamily V member 1 (Homo sapiens), Q8NER1; activation, % at 8.33 µM; in the data active means activation above about 80%; inconclusive means between about 30% and that limit; further: 0% is about no effect
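TRPV1-expressing cells were cultured overnight at 35.5C and loaded with Fluo-8 calcium dye for 40 to 90 min at room temperature. After a 10 s baseline, compound was added and calcium influx was read kinetically for 3 min (ex 480/em 520 nm).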
S-ASM inh – Inhibitors of Secretory Acid Sphingomyelinase (S-ASM): qHTS. Sphingomyelin phosphodiesterase (Homo sapiens), P17405. placental ASM, HMU-PC fluorogenic substrate, 60 min. Potency, µM (doses to about 57.5 µM), for the others: top-dose activity change, negative = inhibition, hits mostly inhibitors. hit rate 0.006% among 340,000. AID 504937, 2011; further: potency means the concentration at half of the fitted maximal effect
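Fluorescence read-out (Ex 386 nm, Em 447 nm) after stopping the reaction at pH 10. Enzyme: ASM from human placenta; substrate HMU-PC0, 9 uM final; 60 min, 37 °C. Compound preincubation 10 min, ambient temperature.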
USP2a inh – qHTS Assay for Inhibitors of Ubiquitin-specific Protease USP2a Using CHOP2 as the Reporter; USP2 core, Ub-CHOP2 coupled fluorogenic reporter, 485/531; AID 463254, 2010; hit rate 0.01% among 330,000; Ubiquitin carboxyl-terminal hydrolase 2 (Homo sapiens), O75604; Potency, µM (series often up to 38.3 µM), for inactives: at the top dose activity change, negative = inhibition, hits mostly inhibitors;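 further: potency means the concentration at half of the fitted maximal effect; plate controls were DMSO wells for no effect and full inhibition by NEM control for full effect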
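Deubiquitinase activity read as fluorescence (485/531 nm) after Ub-CHOP2 cleavage activates the enterokinase reporter on its substrate; USP2 core 10nM, Ub-CHOP2 and substrate 25nM each, 30min compound preincubation then 60min RT; data normalized to NEM, curves fitted.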
uPA generation – qHTS for Inhibitors of Cell Surface uPA Generation; cell surface uPA generation assay, qHTS; Potency, µM (titrated, usually from 38.3 µM), for the others: at the top dose activity change, negative = inhibition, usual class: inhibitors; hit rate 0.31% among 330,000; AID 540303, 2011; active means well fitted inhibition curve with a large enough effect; inconclusive means small, poorly fitted or top-dose-only effect; inactive means no such curve, though single readings can be large or run the other way; tested in mouse RAW 264.7 cells; further: potency means the concentration at half of the fitted maximal effect; on the % scale 0 is the no-effect control and ±100 the full control effect; nearly all actives have a fitted effect of over 55% in size
B2AR arrestin – qHTS assay of beta-arrestin-biased ligands of beta2-adrenergic receptor | beta-arrestin recruitment to beta2AR, cell-based reporter | Potency, µM (top dose mostly 46.1 µM), without a hit: top-dose activation, usual class: activators | hit rate 0.02% among 330,000;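 further: potency means the concentration at half of the fitted maximal effect; 0% = DMSO controls and full agonism = EC100 isoproterenol or metaproterenol; nearly all actives have a fitted effect of over 65% in size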
Target sequence (P07550 whole entry, looked up): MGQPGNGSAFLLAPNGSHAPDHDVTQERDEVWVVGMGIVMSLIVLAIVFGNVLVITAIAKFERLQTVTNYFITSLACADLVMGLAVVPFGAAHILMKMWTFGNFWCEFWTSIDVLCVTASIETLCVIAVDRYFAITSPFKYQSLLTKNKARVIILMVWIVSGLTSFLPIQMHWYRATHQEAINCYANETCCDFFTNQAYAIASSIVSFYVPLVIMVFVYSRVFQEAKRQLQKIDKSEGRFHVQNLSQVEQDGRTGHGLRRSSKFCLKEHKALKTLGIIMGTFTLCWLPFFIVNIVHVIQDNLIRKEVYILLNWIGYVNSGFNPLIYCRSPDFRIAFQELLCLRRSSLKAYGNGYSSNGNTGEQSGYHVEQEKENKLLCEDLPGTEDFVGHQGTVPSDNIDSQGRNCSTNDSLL
* = called active by the depositor; ? = inconclusive; · = no result given; [ ] = remark or other dose. Unless noted, the call rests on the fitted dose curve; in most records, active means well fitted curve in the direction sought with a large enough effect; inconclusive means small, poorly fitted or top-dose-only effect, or another doubt; inactive means no such curve, though single readings can be large; an effect the other way counts as inactive or inconclusive.

Values run as follows: BRCA1 expr act | PTAP TSG101 blk | p53 reactivator | a7 integrin act | Eya2 inh | ELG1 genotoxic | TRPV1 ag | S-ASM inh | USP2a inh | uPA generation | B2AR arrestin
COc1cccc(NC(=O)Cn2c3ccccc3c3nc4n(c(=O)c32)CCCS4)c1
→ -15% | -3% | -9% | -43% | -2% | 4% | 0 | 0% | -1% | 3% | -0.6%
CCCn1nnnc1-c1cccc(Cl)c1
→ 7% | · | -2% | -11% | 11% | 0% | 1 | 0% | 1% | -7% | -0.6%
CC(=O)Nc1ccc(S(=O)(=O)NCCC(=O)N2CCc3ccccc32)cc1
→ 3% | 0% | 4% | 0% | 3% | 9% | 13 | -6% | 1% | · | -0.4%
CC(=C/c1ccccc1)/C=N/N1CCN(Cc2ccc(C)cc2)CC1
→ 3% | 1% | 5% | -2% | -3% | -6% | 3 | 1% | 3% | -1% | 0.3%
Cc1nc2sc(-c3ccccc3)cc2c(=O)[nH]1
→ -65%[inhibitor] | -9% | 28% | -12% | 2% | 0.58µM* | -3 | 1% | 1% | ? | -0.1%
CC1CCCC(C)N1/N=C/c1ccc(N(C)C)cc1 (stereo not drawn)
→ 8% | 0% | 10% | 0% | -3% | 2% | 5 | 2% | 0% | -2% | -0.4%
O=C(C[C@H]1C[C@H](C(=O)N2CCOCC2)[C@@]2(CCC3CCCC3)c3[nH]c4ccc(Cl)cc4c3CCN2C1=O)NCCc1ccccn1
→ 14% | -9% | 23% | 3% | 6% | 1% | · | 1% | 2% | -5% | 0.6%
COC(=O)c1ccc(NC(=O)CCC(=O)c2ccc(F)cc2)cc1
→ 6% | 1% | -1% | -32% | -20% | 4% | 5 | 0% | 3% | -6% | -0.2%
Cn1cccc1Cc1nnc(SCC(=O)Nc2cccc(Cl)c2)n1-c1ccc(F)cc1
→ -12% | 2% | -8% | 13% | -1% | -8% | -1 | -7% | 2% | 6% | -0.7%
COC(=O)C(NC(=O)CCc1c(C)nc2ncnn2c1C)C(C)C (stereo not drawn)
→ -1% | -4% | -14% | -7% | -12% | 3% | 1 | 2% | 3% | 0% | 0.5%
Cc1c(NC(=S)N/N=C\c2ccccc2O)c(=O)n(-c2ccccc2)n1C
→ -43% | -1% | 15% | -17% | -3% | 17% | 3 | 476%[activator] | -4% | -3% | -1.9%
Cc1cccc(OCC(O)Cn2ccnc2C)c1 (stereo not drawn)
→ -9% | -7% | -1% | 4% | -4% | 6% | 2 | 8% | -1% | -8% | 0.2%
COc1ccc2cc(C)c(SCC(=O)Nc3cc(C)on3)nc2c1
→ -6% | -3% | -13% | 8% | -7% | 7% | 9 | 1% | -5% | -5% | 0.4%
COc1cc(C)nc(N2CCC(C(=O)NC3CCCCC3)CC2)n1
→ 38% | -9% | 3% | -9% | -23% | ? | 2 | 3% | 3% | -6% | 0.0%
CCCNC(=O)COc1coc(CN2CCN(c3ccccc3)CC2)cc1=O
→ 0% | -7% | 4% | 8% | 3% | 0% | 0 | 14% | 1% | -4% | 0.2%
Cc1cccc(NC(=S)NNC(=O)c2ccc(Br)o2)c1
→ 21% | -3% | 29% | 6%[7.66 µM] | -12% | -1% | 0 | 1% | -1% | · | 0.1%
Clc1ccc(Cc2ccc(Cl)nn2)c(Cl)c1
→ 1% | -15% | ? | -19% | -1% | 4% | -1 | 1% | 1% | · | -0.2%
Nc1c([N+](=O)[O-])c(=O)sc2ccccc12
→ 1% | 3% | 0% | 16% | -5% | -1% | 1 | -3% | 2% | -4% | 0.0%
Cc1cc(C)cc(OCC(=O)Nc2cc(NC(=O)COc3cc(C)cc(C)c3)cc(C(=O)O)c2)c1
→ -12% | -2% | · | 10% | -6% | 1% | -1 | 18% | -4% | 7% | -0.2%
Cc1ccc2c(c1)nnn2C1CCN(S(=O)(=O)c2cccc(S(=O)(=O)N(C)C)c2)CC1
→ -55% | -2% | -7% | -36% | 6% | -20% | 1 | -3% | 0% | -7% | -0.6%
CC(=O)c1c(C)[nH]c(C(=O)COC(=O)COc2ccccc2)c1C
→ -6% | -1% | 2% | 3% | · | 2% | · | -3% | 3% | 1% | 0.1%
COc1cc(C(=O)NCC(=O)N2CCN(S(=O)(=O)c3ccccc3)CC2)cc(OC)c1OC
→ 7% | -5% | -3% | 9% | 7% | 2% | -2 | 5% | -4% | -4% | 0.1%
COC(CNc1nc(SC)nc2sc3c(c12)CCN(C)C3)OC
→ -27% | -8% | -6% | 34% | 14% | -7% | -2 | 336%[activator] | 5% | -2% | -0.6%
CCN(CC(=O)Nc1ccc(NC(C)=O)cc1)C(=O)c1cc2ccccc2oc1=O
→ -13% | -3% | -2% | ? | 4% | 2% | 1 | 5% | 3% | 7% | -0.1%
Cc1cc(C)cc(N2CN=c3s/c(=C\c4ccco4)c(=O)n3C2)c1
→ 1% | -1% | 4% | 8% | -1% | 4% | 5 | -4% | -1% | -1% | -0.9%
Cc1cc(C)c(C(=O)NCC2CCCO2)c(C)c1C(=O)NCC1CCCO1 (stereo not drawn)
→ -1% | 0% | -3% | 0% | 2% | 0% | 1 | -1% | -1% | 8% | 0.0%
CCCOc1ccc(CN(CCO)CCO)cc1[N+](=O)[O-]
→ 0% | -2% | 2% | 16% | -6% | -1% | 2 | 1% | -1% | 19% | ?
Cc1ccc(C(C)C)c(OCCN)c1
→ -12% | 0% | 3% | ? | -17% | -6% | 2 | -3% | -13% | -5% | 0.0%
COc1cc(OC)cc(C(=O)NNC(=S)NC2CC2)c1
→ -16% | 0% | 8% | 37% | 1% | -1% | -1 | 5% | 2% | · | 0.3%
CCN(CC)CCNc1nc2cc(OC)c(OC)cc2c2nc(-c3ccccc3)nn12
→ -49% | -5% | -8% | -37% | -10% | 3% | -3 | -1% | 0% | -3% | -0.7%

More records
Values run as follows: BRCA1 expr act | PTAP TSG101 blk | p53 reactivator | a7 integrin act | Eya2 inh | ELG1 genotoxic | TRPV1 ag | S-ASM inh | USP2a inh | uPA generation | B2AR arrestin
CN1CCN(c2ccc(CNS(=O)(=O)c3ccc(F)cc3Cl)cc2)CC1
→ 0% | -2% | 25% | 8% | -12% | 2% | 1 | 3% | 0% | -3% | 0.2%
N#CC(NC(=O)OCc1ccccc1)c1ccccc1 (stereo not drawn)
→ -15% | -10% | -9% | -5% | 7% | 3% | ? | 3% | 1% | -8% | 0.0%
O=C(Cn1cc(/C=N/NC(=O)c2cccc(C(F)(F)F)c2)c2ccccc21)Nc1ccc(F)cc1
→ -55% | -1% | 0% | -38% | 6% | 0% | -3 | 2% | 3% | · | -0.8%
Cc1ccc(NC(=O)CN(C)C(=O)c2ccccc2Sc2ccccc2C#N)cc1
→ 1% | -6% | 0% | -6% | -18% | 1% | 2 | 0% | -1% | 17% | 0.0%
CCOC(=O)c1ccc(NC(=O)CCNS(=O)(=O)c2ccc3c(c2)oc(=O)n3C)cc1
→ -1% | -1% | 0% | -3% | -7% | -1% | -1 | -3% | 2% | · | 0.0%
Brc1ccc2c(c1)C(c1ccc(N3CCOCC3)cc1)=NNC(c1cccs1)=N2
→ -3% | 13% | -3% | -18% | -16% | 0% | 9 | -12% | -1% | 6% | 0.0%
NC1=NC[C@H](Cc2ccc(O)cc2)N1CC1CCCCC1
→ 0% | -3% | -1% | 18% | -5% | -4% | 3 | 0% | -13% | 18% | -0.7%

3 entries from above in another layout.
compound,BRCA1 expr act,PTAP TSG101 blk,p53 reactivator,a7 integrin act,Eya2 inh,ELG1 genotoxic,TRPV1 ag,S-ASM inh,USP2a inh,uPA generation,B2AR arrestin
O=C(Cn1cc(/C=N/NC(=O)c2cccc(C(F)(F)F)c2)c2ccccc21)Nc1ccc(F)cc1,-55%,-1%,0%,-38%,6%,0%,-3,2%,3%,·,-0.8%
Cc1ccc(NC(=O)CN(C)C(=O)c2ccccc2Sc2ccccc2C#N)cc1,1%,-6%,0%,-6%,-18%,1%,2,0%,-1%,17%,0.0%
CCOC(=O)c1ccc(NC(=O)CCNS(=O)(=O)c2ccc3c(c2)oc(=O)n3C)cc1,-1%,-1%,0%,-3%,-7%,-1%,-1,-3%,2%,·,0.0%
